# High-throughput results from PubChem.
# 697 NFkB inh: inhibitors of PMA/ionomycin-induced NF-kB reporter, 697 cells, primary screen, B-cell NF-kB inhibitor project, cell-based, luminescence, uHTS. hit rate 0.33% among 330,000. 697 B-cell NF-kB luciferase reporter, 16 h. inhibition, % at 4 µM; in the data active = inhibition above about 35%
# Jurkat NFkB inh: inhibitors of induced NF-kB luciferase reporter, primary screen, TCR NF-kB activation inhibitor project, cell-based, luminescence, uHTS. inhibition, % at 4 µM. Jurkat, PMA/ionomycin-induced NF-kB luciferase reporter. hit rate 0.53% among 330,000. AID 435003, 2010
# SENP7 inh: SENP7 protease inhibitors, primary screen, biochemical, luminescence, uHTS; recombinant SENP7, Z-RLRGG-aminoluciferin luminescence, 40 min; inhibition, % at 5 µM; hit rate 1.5% among 330,000; AID 434973, 2010;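 active = inhibition above about 50% at the single test dose, limit read from the data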;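 also: plate controls were DMSO with enzyme for no effect and no enzyme buffer wells for full effect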
# UBC13 inh: UBC13 polyubiquitin chain formation inhibitors, primary screen, biochemical, TR-FRET, uHTS | hit rate 0.47% among 330,000 | inhibition, % at 20 µM | Ubiquitin-conjugating enzyme E2 N (Homo sapiens), P61088; in the data active = inhibition above about 45%, passing the limit was not always enough
# Apaf-1 inh: inhibitors of human Apaf-1 apoptosome, primary screen, biochemical, DEVD-Rh110 fluorescence, uHTS. Apoptotic protease-activating factor 1 (Homo sapiens), O14727. hit rate 0.71% among 330,000. inhibition, % at 20 µM. reconstituted apoptosome caspase-3 activity; active = inhibition of at least 40% at 20 µM;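 also: plate controls were DMSO wells for no effect and DEVD-CHO caspase inhibitor wells for full effect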
# Target sequence (O14727 whole entry, looked up): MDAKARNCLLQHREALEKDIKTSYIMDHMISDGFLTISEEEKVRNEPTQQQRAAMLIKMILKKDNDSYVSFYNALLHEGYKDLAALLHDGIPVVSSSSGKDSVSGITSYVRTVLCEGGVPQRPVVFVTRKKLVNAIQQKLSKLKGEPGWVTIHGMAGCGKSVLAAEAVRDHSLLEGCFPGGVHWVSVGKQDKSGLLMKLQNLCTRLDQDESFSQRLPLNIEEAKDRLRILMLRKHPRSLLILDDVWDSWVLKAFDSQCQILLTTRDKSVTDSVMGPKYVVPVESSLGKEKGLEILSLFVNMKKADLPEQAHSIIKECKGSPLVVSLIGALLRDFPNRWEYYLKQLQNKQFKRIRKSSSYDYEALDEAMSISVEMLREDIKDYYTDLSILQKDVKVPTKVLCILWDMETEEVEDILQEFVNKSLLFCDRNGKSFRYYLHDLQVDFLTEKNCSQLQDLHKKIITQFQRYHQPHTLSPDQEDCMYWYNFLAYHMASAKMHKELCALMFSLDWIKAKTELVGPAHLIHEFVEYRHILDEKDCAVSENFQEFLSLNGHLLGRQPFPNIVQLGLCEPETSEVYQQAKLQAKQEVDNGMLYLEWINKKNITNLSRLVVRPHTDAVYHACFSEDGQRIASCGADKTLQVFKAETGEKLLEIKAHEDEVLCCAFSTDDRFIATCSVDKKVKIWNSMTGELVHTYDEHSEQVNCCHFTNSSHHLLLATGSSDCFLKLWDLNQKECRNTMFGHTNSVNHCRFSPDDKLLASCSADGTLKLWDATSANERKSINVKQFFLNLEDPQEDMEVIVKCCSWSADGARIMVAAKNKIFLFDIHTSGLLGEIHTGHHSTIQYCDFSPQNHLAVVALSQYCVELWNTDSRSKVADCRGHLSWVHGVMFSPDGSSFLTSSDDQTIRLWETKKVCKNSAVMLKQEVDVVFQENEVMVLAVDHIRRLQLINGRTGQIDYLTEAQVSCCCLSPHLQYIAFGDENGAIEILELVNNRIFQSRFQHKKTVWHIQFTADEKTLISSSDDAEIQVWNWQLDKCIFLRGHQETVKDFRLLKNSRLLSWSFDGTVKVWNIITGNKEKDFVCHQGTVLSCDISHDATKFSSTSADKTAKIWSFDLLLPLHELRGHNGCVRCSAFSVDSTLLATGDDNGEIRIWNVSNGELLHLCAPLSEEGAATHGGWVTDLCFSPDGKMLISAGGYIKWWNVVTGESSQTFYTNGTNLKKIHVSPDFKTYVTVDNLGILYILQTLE
#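 System: Apoptosome proteins | Medium: Hepes pH 7.5 with detergent and BSA | Also added: Cytochrome c trigger plus (Z-DEVD)2-Rh110 caspase-3 substrate | Incubation: 30 min compound preincubation, 50 min activation, room temperature | Detection: Rhodamine 110 fluorescence at Ex 480/Em 540 nm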
# SENP8 block: SENP8 protease inhibitors, primary screen, biochemical, luminescence. Sentrin-specific protease 8 (Homo sapiens), Q96LD8. purified SENP8, Z-RLRGG-aminoluciferin cleavage. inhibition, % at 10 µM. hit rate 1.2% among 330,000
# Gli-Sufu block: Gli-Sufu pathway antagonists, primary screen, luciferase luminescence, Sufu-KO-LIGHT cells, uHTS. AID 588413, 2011. hit rate 0.74% among 340,000. Sufu-KO-LIGHT fibroblasts, Gli luciferase reporter luminescence. inhibition, % at 5 µM;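 active = inhibition above about 55%, limit read from the data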;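 also: 0% = DMSO-treated cells and 100% = wells with medium but no cells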
# HKDC1 inh: HKDC1 hexokinase inhibitors, primary screen, biochemical, fluorescence, uHTS | Q2TB90 | recombinant HKDC1, G6PDH/diaphorase resazurin coupled fluorescence | inhibition, % at 20 µM | hit rate 0.16% among 340,000;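 active = inhibition above about 35% when tested at 20 µM, limit read from the data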;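 also: plate controls were DMSO wells with enzyme for no effect and DMSO wells lacking enzyme for full effect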
#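 Assay system – recombinant HKDC1 (HK5) hexokinase enzyme, produced in-house · Input – HKDC1 at 5 µg/mL · Reagent – glucose plus 1 mM ATP as hexokinase substrates · Timing – 90 min reaction incubation at room temperature, dark · Measured by – G6PDH/diaphorase-coupled fluorescence, 1 mM NADP, 100 µM resazurin, 525/613 nm · Benchmarks – DMSO-enzyme wells negative, buffer-substituted wells positive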
# * = called active by the depositor; nt = not tested or not shown. Rule as the data show it, unless noted: active = inhibition above about 50%; inactive = the rest.
SMILES,697 NFkB inh,Jurkat NFkB inh,SENP7 inh,UBC13 inh,Apaf-1 inh,SENP8 block,Gli-Sufu block,HKDC1 inh
CN(c1ccccc1C(=O)N1CCN(c2ccccc2F)CC1)S(=O)(=O)c1ccccc1,11,0,0,-4,9,-4,-2,-5
Cc1nc([N+](=O)[O-])cn1CC(=O)c1ccc(Br)cc1,8,11,-2,3,-9,9,-32,0
CCc1cccc(C)c1NC(=O)C(c1ccccc1)N1CCC1=O (centres undefined),7,3,-2,-7,4,4,4,-3
O=c1c(C=Nc2ccc(Oc3ccccc3)cc2)c[nH]n1-c1cccc(Cl)n1,-8,-20,-2,-17,7,-8,6,5
O=C(CCC1CCCN(c2ncccn2)C1)NCc1ccc(F)c(F)c1 (centres undefined),-8,-4,-7,-18,-2,-14,-4,-13
Cc1cccc(NC(=O)N2CCCCCC2)c1,-7,-23,-1,1,7,-2,-22,3
COc1ccc(C(=O)c2nc3c(n2O)CCCC3)cc1OC,15,-16,2,-2,3,11,7,6
Cc1cc(SCCOc2ccc(Br)cc2)nc(N)n1,-3,-2,4,8,-1,-6,-10,-1
C=CCOC(=O)C1=C(C)NC(SCC(=O)OCC)=C(C#N)C1c1ccc(C)cc1 (centres undefined),0,-25,0,30,15,-2,-3,-3
Cc1ccc(S(=O)(=O)Nc2c(O)c3ccccc3oc2=O)cc1,-1,-11,-5,1,7,-3,-25,2

# Some of the entries so far, with values under each structure:
# Below each compound – 697 NFkB inh | Jurkat NFkB inh | SENP7 inh | UBC13 inh | Apaf-1 inh | SENP8 block | Gli-Sufu block | HKDC1 inh
- CCc1cccc(C)c1NC(=O)C(c1ccccc1)N1CCC1=O (centres undefined)
  7 | 3 | -2 | -7 | 4 | 4 | 4 | -3
- O=c1c(C=Nc2ccc(Oc3ccccc3)cc2)c[nH]n1-c1cccc(Cl)n1
  -8 | -20 | -2 | -17 | 7 | -8 | 6 | 5

# Three structures from above, arranged by SMILES length, highest first.
SMILES,697 NFkB inh,Jurkat NFkB inh,SENP7 inh,UBC13 inh,Apaf-1 inh,SENP8 block,Gli-Sufu block,HKDC1 inh
COc1ccc(C(=O)c2nc3c(n2O)CCCC3)cc1OC,15,-16,2,-2,3,11,7,6
Cc1cc(SCCOc2ccc(Br)cc2)nc(N)n1,-3,-2,4,8,-1,-6,-10,-1
Cc1cccc(NC(=O)N2CCCCCC2)c1,-7,-23,-1,1,7,-2,-22,3

# Next results follow:
SMILES,697 NFkB inh,Jurkat NFkB inh,SENP7 inh,UBC13 inh,Apaf-1 inh,SENP8 block,Gli-Sufu block,HKDC1 inh
Cc1cc(C)c(C(=O)COC(=O)c2cc([N+](=O)[O-])ccc2NCCO)cc1C,8,-4,5,6,6,0,-32,3
CCOc1ccc2[nH]c(=O)c(CN(CC3COCCO3)C(=O)C3CC3)cc2c1 (centres undefined),-4,3,-3,4,-4,0,-12,2
CCOc1cc2c3c(c1)C1(OCCO1)C(=O)N3C(C)(C)CC2C (centres undefined),6,-10,14,3,3,-9,-1,3
O=C(CCC(=O)NNC(=S)Nc1ccccc1)NCc1ccccc1,7,-10,1,6,-20,-1,13,-2
COCCNc1ccc(S(=O)(=O)N2CCCC2)cc1[N+](=O)[O-],12,12,-1,-2,3,2,2,-6
CCN(C(=O)Cn1cnc2c(nc3n2CCCCC3)c1=O)c1cccc(Cl)c1,10,-1,9,-2,-8,-6,4,-5
CC1(C)CC(=O)C=C(C(=O)NC2CCCc3c2cnn3-c2cc(F)cc(F)c2)O1 (centres undefined),16,-10,8,-7,-1,-6,18,0
CC(C)(C)C(=O)NC(=S)NNC(=O)c1ccc(Cl)cc1Cl,-4,-3,1,-26,-24,4,-4,-19
CCCCOc1ccc(-c2nnc(N)s2)cc1,-37,-41,12,-6,9,-6,-74,-1
Cc1cc(Cl)ccc1OCCNC(=S)NC(=O)c1cccnc1,-6,14,1,5,14,-1,29,-3
Cc1cc(C)n(-c2nc(NCC(C)O)c3c4c(sc3n2)COC(C)(C)C4)n1 (centres undefined),-2,-6,-12,-8,-3,-5,-7,-6
O=C(COC(=O)c1ccncc1)Nc1cc(Cl)c(Cl)cc1Cl,-3,-15,-2,2,4,-14,nt,nt
CC1(C)Cc2cccc(OCC(=O)N3CCN(c4ccccc4F)CC3)c2O1,-8,1,0,5,15,2,3,-2
CCN(CC)c1nc2ccccc2[nH]c1=O,15,0,4,-5,-20,5,-7,-5
Cc1cccc2cc(CN(CCCN(C)C)C(=S)NCCc3ccccc3)c(=O)[nH]c12,-18,-5,-10,4,-1,-2,21,-2
O=C(NC1CC1)C1=C[C@@H](C2CCCCC2)C[C@@H](OCc2ccc(CO)cc2)O1,-14,7,-1,2,4,2,-4,5
COc1ccc(N2CCN(C(=O)c3cccc(Br)c3)CC2)c([N+](=O)[O-])c1,-2,-4,8,-4,9,4,-3,-2
COc1ccc(NS(=O)(=O)c2ccc(C)c(NC(=O)CNC(=O)c3ccco3)c2)cc1,8,15,-3,2,0,14,2,-9
COc1ccc(NC(=O)Cn2c(=O)n(-c3ccc(CC(=O)NCc4ccco4)cc3)c(=O)c3ccccc32)cc1,11,3,-1,12,-21,-3,1,-4
COc1cc(/C=N/n2c(C)n[nH]c2=S)ccc1OCc1ccc(F)cc1,-15,-48,-6,-2,17,-6,-30,7
Cc1cc(C)c(S(=O)(=O)N2CCCOC2CNC(=O)C(=O)NCc2ccncc2)c(C)c1 (centres undefined),-41,0,-3,-10,4,1,-5,-10
Cc1cc(Br)ccc1SCC(=O)NCC(c1ccco1)N1CCCCC1 (centres undefined),10,15,-5,-1,18,9,21,-2
COc1ccc(-c2sc3ccccc3c2C#Cc2cncn2C)cc1,-12,1,-12,59*,31,8,-1,-1
COc1ccc2oc(C(=O)OC(C)C(=O)NC3(C#N)CCCCC3)c(C)c2c1 (centres undefined),4,6,0,11,10,14,-6,-3
CCOC(=O)/C(=N/Nc1ccc(Cl)cc1)S(=O)(=O)c1ccc(Cl)cc1,-10,-2,-6,-7,0,-3,-13,-9
COc1ccc(CN2CC(C(=O)NCc3ccccn3)CC2=O)cc1 (centres undefined),5,6,-1,0,-1,2,-4,-9
COc1ccccc1Nc1nnc(SCC(=O)N2CCCC2)s1,-11,-17,23,2,3,3,-10,-3
Cc1ccc2c(c1)C(c1ccc(N3CCOCC3)cc1)=NNC(c1cccs1)=N2,8,10,6,-8,11,8,-1,7
CS(=O)(=O)Nc1ccc(C(=O)Nc2ccccc2Sc2ccccc2)cc1,7,5,-5,15,9,1,0,-7
CCCCCC(=O)N/N=C/c1ccc([N+](=O)[O-])o1,-7,2,0,-11,6,4,-1,7
COC(=O)/C=C1\S/C(=N/NC(=O)c2ccccc2)NC1=O,3,-1,-2,-14,3,5,5,1
CC1(C)C(=O)Nc2ccccc2N1C(=O)COC(=O)c1ccc(Cl)c(S(=O)(=O)NCc2ccccc2)c1,9,5,1,0,4,-3,7,1
O=P(Cc1nnco1)(c1ccccc1)c1ccccc1,19,1,0,2,-9,-4,9,-9
CCOc1cccc(NC(=O)C2CC(=O)N(C)C(=Nc3ccccc3)S2)c1 (centres undefined),-2,14,-2,4,7,-1,-4,-4
COc1ccccc1CN1CCN(S(=O)(=O)c2ccccc2)CC1,16,13,1,0,-2,-1,8,1
CC1(C)CC(=O)c2sc(NS(C)(=O)=O)nc2C1,24,9,-2,5,-19,0,-6,-6
CCOC(=O)c1c(-c2ccc(C)o2)csc1NC(=O)CSc1nnc(C)s1,-10,2,-5,-6,14,-6,1,16
O=C(NNC(=S)Nc1ccccc1)c1cc(-c2cccnc2)nc2ccccc12,19,-1,-4,-14,2,4,-1,-14
COc1ccc(-c2[nH]ncc2CN(C)C(C)c2ccon2)c(OC)c1 (centres undefined),4,6,-9,-10,-4,-8,-3,1
O=C(Nc1ccnn1C1CCN(C/C=C/c2ccccc2)CC1)C1CCCC1,-11,-29,-10,-1,15,-7,32,3
Cc1nn(-c2ccccc2)c(C)c1C(=O)NCc1ccc(S(N)(=O)=O)cc1,2,7,-1,1,-8,1,-10,-7
Cc1oc(-c2cccs2)[n+]([O-])c1C,-1,-9,5,-1,-3,2,-5,-5
Cn1ccc(NS(=O)(=O)c2cc(Br)ccc2Br)n1,-4,3,8,-4,9,-1,3,7
COc1ccc2cc3c(N)nn(C(=O)c4ccccc4Cl)c3nc2c1,17,34,2,-16,4,-9,-22,-1
O=C(COC(=O)c1cccs1)NC1CCCC1,-7,-9,-5,-7,0,-3,17,-8
CCOC(=O)c1cnc2ccc(C(=O)OC)cc2c1NCCN1CCOCC1,-13,14,2,-3,-6,4,-2,1
CC1(C)CC(NC(=S)Nc2ccc(S(N)(=O)=O)cc2)CC(C)(C)N1,0,-11,2,6,3,-2,2,3
CNC(=S)Nc1ccc(Nc2ccccc2)cc1,-16,-22,-7,-6,-10,-11,-2,-10
CC1(C)CC(=O)C=C(Nc2ccccc2)C1,4,9,4,3,-1,5,2,-3
O=C(/C=C/c1ccccc1)N/C(=C\c1ccco1)C(=O)NCCO,0,-18,-5,-13,7,-15,-5,0

# Additional records follow.
SMILES,697 NFkB inh,Jurkat NFkB inh,SENP7 inh,UBC13 inh,Apaf-1 inh,SENP8 block,Gli-Sufu block,HKDC1 inh
C/C(=N\N=c1/scc(C)n1Cc1ccco1)c1cccc([N+](=O)[O-])c1,7,-25,6,1,6,-8,13,-1
Cn1c(CCNC(=O)c2ccco2)nc2cc(NC(=O)c3ccccc3)ccc21,-66,-39,1,-10,16,-8,-33,0
CCN(CC)C(=O)N1CCN(C(=O)c2ccc(C)cn2)CC1,9,14,3,3,-4,3,4,-7
COc1ccccc1Nc1nc(C)cc(=O)[nH]1,24,14,4,4,-17,6,2,-9
COc1ccnc(N=CNOCc2ccc(C)cc2)c1C#N,-39,-34,0,-4,7,-1,-35,-7
O=C(Nc1cccnc1)c1ccc(N2CCOCC2)c([N+](=O)[O-])c1,0,-4,-3,-19,2,3,-2,-6
COc1cccc(C(C(=O)NC(C)(C)C)N(Cc2ccco2)C(=O)CCC(=O)Nc2cc(C)on2)c1OC (centres undefined),8,-3,-6,4,1,2,-1,-14
Cc1nnc2sc(-c3ccc(NC(=O)c4ccc(-c5ccc(Cl)cc5Cl)o4)cc3)nn12,-43,-2,11,7,22,2,8,1
COc1ccc(NC(=O)CSc2nnc(-c3ccncc3)n2C)cc1,12,1,4,7,7,-8,3,-5
CSCC[C@H](NC(=O)C1CCCC1)c1nc2ccccc2[nH]1,12,-4,0,1,2,-3,10,-3
Cc1ccc(C(=O)n2nc(-c3cccnc3)nc2N)cc1,18,3,-1,9,-7,-5,-2,-7
CCN(CC)S(=O)(=O)c1ccc(NC(=O)Cn2c(=O)sc3ccccc32)cc1,1,3,-9,-2,16,-8,10,-2
CNC(=O)N(C1=NCC(C)S1)c1ccc(F)cc1F (centres undefined),10,-9,-4,-14,5,-11,15,1
CNc1nc2ccccc2n(C)c1=O,11,18,-6,-1,-4,0,5,5
O=S(=O)(c1cccc(-c2cn3ccccc3n2)c1)N1CCCC1,-41,12,11,-5,10,-12,11,-3
CN1CCN(Cc2cccc(Oc3ccc(Cl)cc3)c2)CC1,-6,-2,-5,11,-7,-6,-3,-7
Cc1cc(C)n(C(=O)CNC(=O)c2ccc(C(C)(C)C)cc2)n1,-28,-3,5,12,6,11,-8,0
